# Runt-CBFb FRET: blocks binding of human RUNX1 Runt domain to CBFb | Q01196+Q13951 | Cerulean-Runt/Venus-CBFb FRET ratio 530/480, 1 h | inhibition, % at 20 µM | hit rate 0.46% among 220,000 | AID 1496;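 active = inhibition over about 50% at 20 µM in the single-dose screen, limit read from the data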;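 note: 0% = DMSO wells and 100% = excess unlabeled CBFb competitor control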
#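 Assay system: Cerulean-tagged RUNX1 Runt domain (FRET donor) fusion protein / Amount: 100 nM each of Venus-CBFb and Cerulean-Runt domain / Medium: Tris buffer pH 7.5 with salts and BSA / Also added: Venus-CBFb 100 nM / Schedule: 1 h complex formation plus 1 h compound treatment, room temperature / Signal: FRET fluorescence / Read-out: loss of energy transfer signal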
# TbHK1 inh: T. brucei hexokinase 1 inhibition; recombinant TbHK1, G6PDH-coupled NADH A340; inhibition, % at 10 µM; hit rate 0.11% among 220,000;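 active = inhibition of 50% or more in the single-dose primary screen; inactive = inhibition below 50%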
# Furin inh: human furin inhibition | P09958 | purified furin, fluorogenic substrate cleavage | inhibition, % at 30 µM | hit rate 0.061% among 220,000; in the data active = inhibition above about 25%; note: inactives centre near -15
# p97 inhibitor: human p97 ATPase inhibition | P55072 | recombinant p97 ATPase, Kinase-Glo ATP luminescence, 3 h | inhibition, % at 8 µM | hit rate 0.42% among 220,000; in the data active = inhibition above about 15%;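 note: 0% = DMSO vehicle and 100% = wells lacking enzyme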
# EBV gp42 inh: blocks Epstein-Barr virus glycoprotein 42 binding; AID 1085; hit rate 0.42% among 220,000; Fluorescence polarization binding assay, mP read-out; inhibition, % (tested at 21.74 µM); Q1HVG2; in the data active = inhibition above about 50%
# Target sequence (Q1HVG2 whole entry, looked up): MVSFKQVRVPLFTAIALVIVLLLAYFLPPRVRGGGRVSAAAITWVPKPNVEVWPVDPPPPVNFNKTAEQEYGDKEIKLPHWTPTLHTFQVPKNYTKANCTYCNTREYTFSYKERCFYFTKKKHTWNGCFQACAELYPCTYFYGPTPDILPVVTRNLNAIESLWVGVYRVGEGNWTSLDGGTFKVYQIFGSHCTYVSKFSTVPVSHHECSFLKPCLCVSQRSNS
# m-calpain inh: blocks pig calpain II enzyme activity; purified calpain II, fluorogenic peptide substrate, 30 min; inhibition, % at 16 µM; hit rate 0.37% among 220,000;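 active = inhibition above about 50%, limit read from the data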
# NCF1 inh: p47phox (human) inhibition; P14598; p47phox/p22phox peptide binding, fluorescence polarization, 2 h; inhibition, % at 24.7 µM; hit rate 0.53% among 220,000; AID 1274;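 active = inhibition above about 30%, limit read from the data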;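 note: 0% = p47phox with labelled peptide and 100% = labelled peptide alone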
# Target sequence (P14598 whole entry, looked up): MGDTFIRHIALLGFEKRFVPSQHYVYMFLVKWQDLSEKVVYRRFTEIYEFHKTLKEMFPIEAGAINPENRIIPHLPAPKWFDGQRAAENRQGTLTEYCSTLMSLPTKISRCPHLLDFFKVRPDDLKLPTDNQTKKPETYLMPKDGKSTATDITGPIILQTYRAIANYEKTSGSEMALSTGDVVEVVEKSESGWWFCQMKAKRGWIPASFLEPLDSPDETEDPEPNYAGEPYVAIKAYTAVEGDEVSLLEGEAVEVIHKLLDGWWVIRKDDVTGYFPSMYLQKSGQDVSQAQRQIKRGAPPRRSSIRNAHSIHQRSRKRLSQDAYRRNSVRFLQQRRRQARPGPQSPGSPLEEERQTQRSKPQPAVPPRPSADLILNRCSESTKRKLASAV
# Runt-SMMHC FRET: Runt domain-CBFb-SMMHC interaction inhibition; inhibition, % at 20 µM; hit rate 0.74% among 220,000; Q01196+Q13951; Cerulean-Runt/Venus-CBFb-SMMHC FRET ratio 530/480, 1 h;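 active = mean inhibition across duplicate retests at 20 µM reaching about 50%, limit read from the data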;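 note: 0% = DMSO wells and 100% = wells with excess untagged CBFb-SMMHC; inhibitors lower the FRET ratio by blocking Runt binding to CBFb-SMMHC; some results filed as inactive read as strong as hits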
# RBBP9 inhibitor: human RBBP9 hydrolase inhibition; O75884; recombinant RBBP9, FP-Rh probe fluorescence polarization; inhibition, % at 7.94 µM; hit rate 0.2% among 220,000; AID 1515;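 active = inhibition above the campaign mean of all tested compounds plus 3 SD, cut at about 14% in these data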;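 note: plate controls were DMSO wells with RBBP9 for no effect and wells lacking RBBP9 protein for full effect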
# Target sequence (O75884 whole entry, looked up): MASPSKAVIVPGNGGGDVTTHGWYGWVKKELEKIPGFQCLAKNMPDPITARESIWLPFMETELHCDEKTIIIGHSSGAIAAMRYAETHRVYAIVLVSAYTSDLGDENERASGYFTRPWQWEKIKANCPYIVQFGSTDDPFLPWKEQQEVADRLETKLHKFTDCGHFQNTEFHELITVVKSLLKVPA
#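 System: RBBP9 protein | Quantity: 2.5 µM RBBP9 dispensing solution, before mixing | Reagent: FP-Rh probe, 375 nM dispensing solution | Timing: Enzyme-compound preincubation 30 min, then probe labeling 45 min, 25 °C | Measured by: Fluorescence polarization | Read-out: % inhibition | Replication: One well per compound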
# * = called active by the depositor; i = inactive; . = no result given; [ ] = another dose, or the depositor's remark.
SMILES,Runt-CBFb FRET,TbHK1 inh,Furin inh,p97 inhibitor,EBV gp42 inh,m-calpain inh,NCF1 inh,Runt-SMMHC FRET,RBBP9 inhibitor
CN1CCN(c2cc3c(c4c2[nH]c2ccccc24)C(=O)CC(C)(C)C3)CC1,2,-12,-18,9,1,-362,-20,-6,-3
CC(=O)NC(Cc1ccc(F)cc1)C(=O)NC1CCN(c2ncccc2[N+](=O)[O-])CC1 (centres undefined),0,0,-23,1,0,-11,-8,2,0
Cc1snc(SCC(=O)c2ccc(Cl)cc2)c1C#N,4,-1,-10[20 µM],4,-25,1,-21,3,-4
CCOC(=O)c1csc(N)n1,0,-2,-35,7,-29,-25,4,0,5
CCCOc1ccc(C(NC(=O)CC(C)C)NC(=O)CC(C)C)cc1OC,-1,-4,-19,-4,-13,15,-6,3,-5
Cn1nnnc1SCC(=O)Nc1ccc(S(=O)(=O)N2CCOCC2)cc1,0,-7,-20,6,-5,-19,-4,0,-4
O=C(Nc1ccccn1)c1nc(-c2ccccc2)n(-c2ccccc2)n1,-3,1,-24,6,-18,17,-7,5,-1
Cc1cccc(NCC(=O)c2c(N)n(C)c(=O)n(C)c2=O)c1C,3,-1,-11,5,-4,-19,3,2,-3
CCOC(=O)c1c(NC(=O)Cc2cccs2)sc(C)c1C,2,36,-6,1,-1,-10,-16,0,2
COc1cc(CCC(=O)OCC(=O)NC2CCCC(C)C2C)cc(OC)c1OC (centres undefined),-2,1,-14,-3,-10,23,-3,-2,5
COc1cc(C2C(N3C(=O)c4ccccc4C3=O)C(=O)N2c2ccc(C)c(C)c2)cc(OC)c1OC (centres undefined),-5,-13,-30,10,-3,-65,-12,-3,-6
O=C(/C=C/c1cccc([N+](=O)[O-])c1)Nn1c(-c2ccccc2F)nc2ccccc2c1=O,-1,-10,-23,2,1,-18,-109,-4,-3
COc1ccc2c(C(=O)CN3CC(C)OC(C)C3)c[nH]c2c1 (centres undefined),-2,-11,-26,1,-16,-22,20,-3,-3
COc1cc(/C=N/Nc2nnc3c(n2)[nH]c2ccccc23)ccc1O,-2,-14,-13,6,-17,18,3,1,-1
COc1ccc(NC(=O)CCC(=O)c2cccs2)cc1S(=O)(=O)Nc1ccccc1Cl,0,-1,-4,4,-10,-9,-13,3,-6
O=C(CN1C(=O)C(c2ccc(F)cc2)=NC12CCCC2)Nc1ccc(F)cc1,2,-2,-22,2,0,16,-1,2,-3
Nc1ccccc1Nc1ccc([N+](=O)[O-])cc1[N+](=O)[O-],-1,-23,8,5,-18,8,-8,3,-5
CCCn1c(=N)c(C(=O)NC2CCCC2)cc2c(=O)n3cccc(C)c3nc21,5,-2,-140[20 µM],0,-16,i,0,83*,-9
CCOc1cc(C)c(S(=O)(=O)Nc2ccc3cn[nH]c3c2)cc1C,-3,4,-7[20 µM],4,7,-23,-6,-7,3
CCOc1ccc(NC(=O)C(C)SC(N)=O)cc1 (centres undefined),-1,-1,-20,2,-17,-4,-16,6,-4
CC1CCc2cc(F)ccc2N1C(=O)CSc1nnc2c(n1)[nH]c1ccccc12 (centres undefined),-7,-5,-5,3,3,-6,6,-2,-7
CCn1ccnc1CN(C)Cc1nc(Cc2cccc(C(F)(F)F)c2)no1,-1,0,-31,2,-9,-14,1,2,0
Cc1nc2ccccc2nc1OCc1cccc(Cl)c1,0,-8,-13,-5,1,7,-7,0,-4
COc1ccnc(Oc2ccc3ccccc3c2)c1C#N,-3,-1,-7,2,-5,47,-2,1,-3
CCN1CCN(C(=O)N2CCOCC2)CC1,0,3,-25,2,-17,-21,-7,0,-11
O=C(Nc1ccc(-c2ccc3nncn3n2)cc1)C1CCCC1,1,-10,-11,2,-7,-64,-4,-1,-7
Cc1ccc(C(C(=O)NC(C)(C)C)N(Cc2cccs2)C(=O)c2csnn2)cc1 (centres undefined),.,2,-15[20 µM],-7,.,.,.,.,-4
Cc1nc(N2CCOCC2)nc(N2CCC(C)CC2)c1[N+](=O)[O-],-3,-15,-10,1,0,17,-7,-6,1
CN(C)c1ccc(/C=C/c2ccc3ccccc3[n+]2C)cc1,1,-15,-1,-17,-82,57*,-140,3,-39
COc1ccc2[nH]cc(CCN=C3SCC(=O)N3C)c2c1,0,12,-16,-1,-23,-4,-11,-9,-6
CCOc1ccc(-n2c(-c3ccco3)nc3c(cnn3-c3ccc(C)cc3)c2=O)cc1,1,3,-17,-3,-4,-29,-25,1,-11
CCCCCOc1ccc(CSCCNC(=S)Nc2ccccc2)cc1,-4,16,-14,1,-6,22,-30,1,-1
Cc1ccc(-c2cc(C(=O)Nc3cc(C)on3)c3ccccc3n2)cc1,-5,22,-15,2,-3,-2,-4,-4,-7
O=C(O)c1ccc(N2CCCCS2(=O)=O)cc1,0,0,-24,5,-15,-22,-6,1,-5
Cc1nnsc1C(=O)NC(C)C12CC3CC(CC(C3)C1)C2 (centres undefined),1,-5,-18[20 µM],-1,-18,-13,9,1,-5
NC(=O)CNc1ncc(C(F)(F)F)cc1Cl,-1,-10,-12,6,-19,-3,-7,3,-1
O=S(=O)(NCC1CCCO1)c1cccc(S(=O)(=O)N2CCCC2)c1 (centres undefined),-2,8,-13,1,-16,-45,-20,-2,-4
CN(C)CCNC(=S)Nc1cccc(Cl)c1,2,2,-11,3,3,0,-9,-3,-4
N#CC(C#N)=CC1=C2OC(c3ccccc3)=CC(c3ccccc3)=C2CCC1,0,-8,-7[20 µM],2,-2,-41,-6,-6,-4
Cc1cc(C)cc(NC(=O)C2CCN(c3nccs3)CC2)c1,1,4,-14,5,-16,4,-2,2,-9

# The last 5 compounds of the part above are carried over, then new ones follow.
SMILES,Runt-CBFb FRET,TbHK1 inh,Furin inh,p97 inhibitor,EBV gp42 inh,m-calpain inh,NCF1 inh,Runt-SMMHC FRET,RBBP9 inhibitor
NC(=O)CNc1ncc(C(F)(F)F)cc1Cl,-1,-10,-12,6,-19,-3,-7,3,-1
O=S(=O)(NCC1CCCO1)c1cccc(S(=O)(=O)N2CCCC2)c1 (centres undefined),-2,8,-13,1,-16,-45,-20,-2,-4
CN(C)CCNC(=S)Nc1cccc(Cl)c1,2,2,-11,3,3,0,-9,-3,-4
N#CC(C#N)=CC1=C2OC(c3ccccc3)=CC(c3ccccc3)=C2CCC1,0,-8,-7[20 µM],2,-2,-41,-6,-6,-4
Cc1cc(C)cc(NC(=O)C2CCN(c3nccs3)CC2)c1,1,4,-14,5,-16,4,-2,2,-9
COc1ccc(N(CC(=O)N2CCCCCC2)S(=O)(=O)c2c(C)[nH]c(=O)[nH]c2=O)cc1,0,1,-17,1,-5,0,-5,0,3
Cc1c(Cc2ccc3c(c2)OCO3)sc(NC(=O)C(C)(C)C)c1C#N,1,-2,-12,-12,-7,-10,-11,2,-8
COc1ccc2[nH]c(C)c(CCN3C(=O)C4C5C=CC(C5)C4C3=O)c2c1 (centres undefined),1,-6,-21,8,5,13,-12,-4,-6
O=C(Nc1cccc(O)c1)C(=O)Nc1ccccn1,-1,2,-22,-15,-15,6,-14,-1,-6
CCc1cccc2c(C(=O)COC(=O)/C=C/c3ccccc3OC)c[nH]c12,2,-12,-3,0,-3,2,-25,1,-10
CCOP(=O)(C1=C(O)C(=O)C(C(C)(C)C)=CC1=O)c1ccccc1 (centres undefined),11,0,-30,8,-15,-63,-5,17,5
O=[n+]1c2c(n([O-])c3cc(Cl)ccc31)CCCC2,-3,-19,-15[20 µM],0,-15,19,0,-4,-9
Cc1ccc(S(=O)(=O)CCc2nnc(NC(=O)c3ccccn3)s2)cc1,0,-6,-15,6,-7,-39,-12,3,0
COc1ccc(NC(=S)N(CCCN2CCCCC2)Cc2cccs2)cc1,-1,20,-8,-2,-5,29,-17,-1,-10
CCCC(=O)Nc1ccc(C(=O)O)cc1NC(=O)CCC,1,1,-20[20 µM],3,-7,-16,-11,-2,-8
COc1cccc(C2NC(CC(C)C)(C(=O)O)C3C(=O)N(Cc4ccccc4)C(=O)C23)c1O (centres undefined),4,-4,-18,2,-7,-54,-5,1,-4
Cc1ccc(CN(c2ccc(C(=O)NCc3cccnc3)cc2)S(C)(=O)=O)cc1,-2,-3,-27[20 µM],-1,-5,17,-9,3,2
O=S(=O)(c1ccc2c(c1)OCCO2)N1CCc2ccccc21,0,2,-18,-2,9,46,2,3,-11
O=C(Nc1ccc(C(F)(F)F)cc1)c1cnc(N2CCN(c3ccccn3)CC2)c2ccccc12,.,-2,-13,4,-2,-312,-7,3,-9
COc1cccc(NC(=O)Nc2ccc3c(c2)nnn3C)c1,-3,2,-21[20 µM],1,-11,22,-9,21,-7
Cc1cccc(C)c1NC(=O)CCCSc1nnc(-c2ccco2)o1,.,4,-15,0,-39,-17,0,.,-13
Cc1ccc(CNC(=O)C2CC(c3ccccc3F)=NO2)cc1 (centres undefined),3,-4,-31,.,-16,4,-20,3,.
Cc1ccc(OCC(=O)N2N=C(c3ccncc3)CC2(O)C(F)(F)F)cc1C (centres undefined),2,8,-15,-3,-41,7,1,0,-2
Cc1ccc(-c2nnn(CC(=O)N(CCO)C(C(=O)NC3CCCCC3)c3ccncc3)n2)o1 (centres undefined),-2,2,-26,-3,-3,3,-3,0,-2
Cc1ccc(NCCC(=O)c2cccs2)cc1,-1,-5,-23,0,-13,-30,-4,-4,-2
CC(=O)NC1=NN(C(C)=O)C2(S1)C(=O)N(C(C)=O)c1ccc(C)cc12 (centres undefined),0,-2,-8,2,-3,-15,-4,1,-1
O=C(CN1C(=O)C2CCCN2c2ncc(Cl)cc21)NCc1ccc2c(c1)OCO2 (centres undefined),1,-8,-12[20 µM],-1,-19,-8,-8,-7,0
CC(=O)Nc1cc(OC(C)=O)c2nonc2c1OC(C)=O,32,-10,-7,30*,.,.,.,22,2
CCOC(=O)c1[nH]c2ccc(OC)cc2c1NC(=O)CCN1CCCC(C)C1 (centres undefined),1,-8,-20,1,-66,i,-2,-1,3
O=C(O)/C=C/c1cnn(-c2ccccc2)c1,1,-1,-8,3,-14,-11,-14,1,1
CSc1ccc(OC2CCN(Cc3ccccc3)CC2)cc1,-2,10,-8,-4,-14,26,-5,1,-1
Cc1csc(NC(=O)c2cc3c(s2)CCCCC3)n1,-1,-2,-16[20 µM],-4,-3,29,-22,0,2
NC(=O)c1nn(-c2ccccc2)nc1NC(=O)CSc1nnnn1-c1ccc(Cl)cc1,-5,-5,-27,3,-11,-15,-14,4,-4
O=S(=O)(Nc1ccc2c(c1)nc1n2CCN(Cc2ccccc2)C1)c1ccc(Cl)cc1,-7,-3,-8,9,-32,-85,-37,-23,4
NC(=O)Cn1cc(C(=O)COc2ccccc2)c2ccccc21,-3,-7,-11,3,-10,4,-22,-3,-3
CCCCc1ccc(N/C(N)=N/c2nc(C)cc(C)n2)cc1,0,22,-20,7,-5,8,0,0,2
CC(=O)NCCN1C(=O)C2C3c4ccccc4C(c4ccccc43)C2C1=O (centres undefined),-1,-1,-16[20 µM],3,-18,-7,-2,0,-2
C=CCN1C(=O)/C(=C2\SC(N3CCOCC3)=NC2=O)c2cc(Br)ccc21,0,-27,-21[20 µM],2,-6,-30,13,1,-7
C/C(=N\NC1=N[C@H]2CS(=O)(=O)C[C@H]2S1)c1ccccc1,0,-4,-20,-4,-7,12,5,-2,-1
